MEKK3 PB1 HTS – raises or lowers MEK5 binding to the human MEKK3 PB1 domain | 1.4% of 290,000 active | bead-based flow cytometry, Alexa488-MEK5 binding to MEKK3; actives lie on both sides; 0 = blocked by unlabeled MEK5, 100 = vehicle | binding response (% of control), % at 10 µM | Q99759;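 active means binding response more than 3 SD above or below the average of its plate-row segment, actives on both sides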;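 further: Alexa488 bead fluorescence after subtracting the streptavidin-only scavenger bead signal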
PHOSPHO1 block – PHOSPHO1 (human) inhibition; AID 1565; 1.1% of 290,000 active; inhibition, % at 13.3 µM; Q8TCT1; recombinant PHOSPHO1, absorbance phosphatase assay; in the data active means inhibition above about 60%
Target sequence (Q8TCT1 whole entry, looked up): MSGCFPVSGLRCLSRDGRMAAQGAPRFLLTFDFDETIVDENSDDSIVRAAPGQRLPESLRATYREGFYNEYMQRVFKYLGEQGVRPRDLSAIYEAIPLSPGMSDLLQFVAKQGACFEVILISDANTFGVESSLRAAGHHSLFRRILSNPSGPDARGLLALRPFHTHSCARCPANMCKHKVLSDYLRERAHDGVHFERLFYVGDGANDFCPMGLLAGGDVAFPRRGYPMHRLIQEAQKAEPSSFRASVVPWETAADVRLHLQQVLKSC
MEKK2 mut-MEK5 – signal of MEK5 binding to mutant human MEKK2 PB1 domain; bead flow cytometry, Alexa488-MEK5 binding to MEKK2 mutant; percent response, % at 10 µM; AID 1530; 0.35% of 290,000 active; in the data active means percent response above about 24%, passing the limit was not always enough; further: inactives centre near 1; some results filed as inactive read as strong as hits; reference of the scale not given here
GPR7 antagonist – human neuropeptides B/W receptor 1 antagonism; P48145; GPR7-expressing cells, fluorescence antagonist assay; inhibition, % at 4.4 µM; 1.1% of 290,000 active; AID 1861; in the data active means inhibition above about 16%, passing the limit was not always enough;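 further: cells stimulated with the agonist NPW; 0% = agonist with vehicle and 100% = vehicle without agonist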
NALP1 inh – NALP1 inhibition; inhibition, % at 10 µM; 0.61% of 280,000 active; S. cerevisiae NALP1/ASC/caspase-1 growth, X-gal OD620, 72 h; AID 2071; in the data active means inhibition mostly above about 24%, no sharp cut-off; inactive means mostly below about 32%; further: some compounds called inactive have numbers as strong as hits
V1R ag counter – activates human V1a receptor in oxytocin agonist counter-screen. 0.25% of 320,000 active. P37288. activation, % at 3 µM. CHO-V1R cells, Fluo-8 calcium fluorescence, agonist mode; 0% DMSO, 100% 3 nM vasopressin;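 active means activation above the mean activation of all tested compounds plus 3 SD, per screening run, cut at about 20% in these data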;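 further: signal is peak over basal fluorescence ratio across a 100 second FLIPR read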
Target sequence (P37288 whole entry, looked up): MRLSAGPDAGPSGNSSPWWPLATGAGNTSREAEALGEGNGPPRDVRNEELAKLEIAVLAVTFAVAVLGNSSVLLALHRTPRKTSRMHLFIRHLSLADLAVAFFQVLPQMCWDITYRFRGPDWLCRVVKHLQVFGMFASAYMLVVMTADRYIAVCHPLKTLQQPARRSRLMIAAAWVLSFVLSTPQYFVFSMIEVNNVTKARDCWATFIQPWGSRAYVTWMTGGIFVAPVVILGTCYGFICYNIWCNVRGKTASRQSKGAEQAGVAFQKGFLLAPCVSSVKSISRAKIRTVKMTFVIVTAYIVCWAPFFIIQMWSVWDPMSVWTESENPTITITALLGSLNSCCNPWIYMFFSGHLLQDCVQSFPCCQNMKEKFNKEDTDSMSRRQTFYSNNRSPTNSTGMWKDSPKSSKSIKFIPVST
MEKK2wt PB1 HTS – raises or lowers MEK5 binding to wildtype human MEKK2 PB1 domain; Q9Y2U5; bead flow cytometry, Alexa488-MEK5 binding to MEKK2 WT; actives lie on both sides; binding response (% of control), % at 10 µM; 1.1% of 290,000 active; AID 1531; in the data active means binding response below about 67% or above about 130%
OXTR agonist – agonists of human oxytocin receptor; P30559; activation, % at 3 µM; CHO-OTR cells, Fluo-8 calcium fluorescence; normalized: DMSO 0%, oxytocin 100%; 0.32% of 320,000 active; AID 2435;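 active means activation above the mean of all tested compounds plus 3 SD, cutoff set per screening run, cut at about 20% in these data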;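 further: peak over basal fluorescence ratio from a 100 s FLIPR kinetic read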
GalR3 antag – human GalR3 antagonism. O60755. HEK293 GalR3-CNG cAMP membrane potential fluorescence; galR3 body fused to GalR1 C-terminus. inhibition, % at 3 µM. 0.44% of 360,000 active. AID 651719;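 active means inhibition above the screen-wide average plus 3 SD, cut at about 13% in these data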;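 further: forskolin and galanin both at EC90 stimulate the cells; cAMP rise reported by CNG channel membrane potential dye signal; 0% = forskolin plus galanin with DMSO and 100% = forskolin alone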
Active calls of the source: *; . = not tested or not shown.

Each structure is followed by: MEKK3 PB1 HTS	PHOSPHO1 block	MEKK2 mut-MEK5	GPR7 antagonist	NALP1 inh	V1R ag counter	MEKK2wt PB1 HTS	OXTR agonist	GalR3 antag
[1] CC(C)C(C(=O)NCc1ccccc1)N(CC1CCCO1)C(=O)CNS(=O)(=O)c1ccccc1 (configuration not stated)
    96	6	-9	2	13	0.7	93	0.5	-9
[2] c1ccc(NC2=NCCN2CCC2CCCC2)cc1
    100	10	-1	5	-6	0.7	106	1.5	-6
[3] Cc1ccccc1OCCNC(=O)c1ccccc1Sc1ccccc1C#N
    105	43	1	-7	9	0.8	102	-0.4	6
[4] CC(C)NC(=O)CC1(C(=O)NCc2ccc(Cl)cc2)CCCC1
    98	33	1	4	25	1.3	101	-0.8	-2
[5] O=C(NC1CCCC1)C1c2ccccc2C(=O)N1C1CCCCC1 (configuration not stated)
    101	3	0	-11	2	0.0	101	-0.6	-5
[6] CCN1CCc2c(sc(NC(=O)c3cc4ccccc4cc3OC)c2C(N)=O)C1
    104	19	26*	16	24	0.8	149*	0.9	-7
[7] CCCCNC(=O)CCCCCNS(=O)(=O)c1ccc(Br)cc1
    100	-2	-2	1	15	0.3	95	-0.3	-3
[8] COc1ccc(N2CCN(c3ccc(NC(=O)NN)cc3)CC2)cc1
    96	30	1	-14	12	-0.3	101	0.7	-11
[9] Cc1sc2c(c1C)c(=O)n(-c1ccc(Cl)cc1)c(=O)n2Cc1cc(=O)n2ccccc2n1
    84	-12	-4	-3	3	0.6	85	-0.6	2
[10] CCC(C)NC(=O)Cn1nc(C(F)(F)F)c2c1CCC2 (configuration not stated)
    103	28	-4	1	-9	0.9	100	0.6	-2
[11] Cc1cc(C)nc(SCC(=O)Nc2ncc(C(F)(F)F)cc2Cl)n1
    102	4	13	-9	20	0.7	108	-1.4	5
[12] Cc1ccc(NC(=O)c2cccnc2)cc1C
    102	14	4	-13	-5	-0.2	107	0.3	-4
[13] Cn1c(SCC(=O)OCc2ccccc2)nnc1-c1ccco1
    106	21	4	-11	44*	0.5	112	-1.0	0
[14] Cc1ccc(-c2cc(C(=O)NC3=NCCS3)c3cc(Br)ccc3n2)o1
    98	21	6	2	-11	0.0	97	0.1	.
[15] CCOc1ccc(C(CC(=O)O)NC(=O)CCCOc2ccc(Cl)cc2C)cc1 (configuration not stated)
    105	25	-3	-4	22	0.2	102	-0.1	-1
[16] CCSCCOC(=O)C1=C(C)NC2=C(C(=O)CCC2)C1c1coc2ccccc2c1=O (configuration not stated)
    101	63*	5	-8	8	0.7	101	-1.4	7
[17] COc1ccc(-n2c(Cc3cccn3C)nnc2SCC(=O)Nc2cccc(NC(C)=O)c2)cc1
    99	30	-5	-19	6	0.7	98	-0.2	5
[18] CCN(CC)CCNC(=O)c1cc2c(=O)n(C)c3ccccc3c2n1C
    93	-11	-2	-7	-6	1.4	94	2.0	0
[19] O=C(Nc1ccccc1C(=O)NCc1ccco1)c1ccco1
    98	-25	-1	-17	28	-0.6	98	-0.2	-6
[20] CCCCOc1ccc(C2OC34CCCCC3C(C#N)(C#N)C2(C#N)C(=N)O4)cc1 (configuration not stated)
    98	-1	-3	8	10	1.1	93	1.1	.
[21] CCc1ccc(Nc2ccc(C(N)=O)cc2[N+](=O)[O-])cc1
    122	-7	0	-8	24	2.9	105	0.7	1
[22] COC(=O)c1ccccc1NC(=O)N1c2ccccc2CC1C (configuration not stated)
    100	31	-3	-10	14	-1.1	96	-1.3	1
[23] Cc1ccc(CC(=O)N2CCN(C(=O)C3CCCO3)CC2)cc1 (configuration not stated)
    101	48	-1	-7	10	1.0	99	0.1	-2
[24] Fc1cccc(CSc2ccc3nnc(-c4ccccn4)n3n2)c1
    105	38	2	-14	-15	0.5	101	-0.2	-3
[25] CCOCCCNC(=O)c1ccccc1SC
    108	-31	4	-7	12	0.8	110	0.4	-1
[26] Cc1ccc(NS(=O)(=O)c2cc(C(=O)NCc3ccncc3)ccc2C)cc1
    103	51	4	-12	2	.	106	.	0
[27] OCC[C@@H]1C[C@H](O)[C@@H](O)[C@@]2(CCCO2)O1
    110	.	5	.	.	0.1	106	0.3	-4
[28] CC1=C(C(=O)Nc2ccccc2)C(c2cccs2)NC(=O)N1 (configuration not stated)
    104	-3	4	-8	2	-0.4	103	-0.3	4
[29] COC(=O)c1sccc1NC(=S)N1CCCCC1
    101	-14	-3	1	22	-2.2	95	-2.4	-2
[30] CCCn1cc(CN2CCN(Cc3ccc(C)o3)C(CCO)C2)c(C)n1 (configuration not stated)
    105	35	9	-8	1	-0.1	109	-0.3	-3
[31] O=C(OCC(=O)N1CCN(C(=O)COC(=O)c2ccncc2)CC1)c1ccncc1
    111	5	5	-11	11	0.7	112	-0.1	-6
[32] O=C(c1ccc(F)cc1)C1CCN(Cc2cn[nH]c2-c2ccc(F)cc2)CC1
    96	-6	-8	-8	14	5.6	95	5.8	-3
[33] O=C(NC1CCCCCC1)c1nnc(Cc2ccc(Cl)cc2)o1
    102	-4	-3	-6	26	-0.9	98	-1.4	-2
[34] CN(CC(=O)Nc1c(Cl)cccc1Cl)C(=O)c1cccn1C
    96	24	5	-11	15	0.1	102	0.3	3
[35] COc1cccc(C2CC(c3ccccc3Cl)Nc3nc(N)nn32)c1 (configuration not stated)
    89	7	2	6	8	2.0	99	2.2	-4
[36] CCn1c(=O)cc(OCC(=O)NC2CC2)c2ccccc21
    100	47	-8	4	29	0.3	100	0.6	-7
[37] Cn1c(COc2ccccc2)nnc1SCC(=O)Nc1ccc2c(c1)OCO2
    98	61*	-1	-4	0	-0.8	98	-1.3	-3
[38] Cc1c(C)c2ccc(OCC(=O)c3ccccc3)cc2oc1=O
    103	37	2	-2	23	0.6	107	-0.3	-5
[39] COc1ccc(C(CNC(=O)c2cc(C)on2)N(C)C)cc1 (configuration not stated)
    101	18	0	-2	18	4.7	102	1.6	-10
[40] CC(=O)c1ccc(OCC(=O)c2cc(C)n(-c3ccc4c(c3)OCO4)c2C)cc1
    115	-2	2	-7	23	5.4	99	11	-5
[41] COc1cccc(NC(=O)c2cc(Cl)nnc2Cl)c1
    95	37	-7	13	2	0.3	93	0.0	0
[42] CN(C)c1ccc(/C=N/NC(=O)c2ccco2)cc1
    130*	9	1	-7	23	0.9	111	0.7	-1
[43] O=C(CSc1nc2ccccc2n1CC(=O)N1CCCC1)Nc1ccc2c(c1)OCO2
    103	-34	4	-2	12	0.1	101	-0.1	-7
[44] CCc1nnc(NC(=O)CSc2nnc(-c3ccoc3C)n2CC(C)C)s1
    101	23	4	-2	15	0.5	106	-1.3	-1
[45] O=C(NCCO)/C(=C\c1ccc2c(c1)OCO2)NC(=O)c1ccc(Br)cc1
    99	-2	-1	-6	25	0.8	99	0.4	-10
[46] Cc1ccc(-n2ncc3c(NNC(=O)c4ccco4)ncnc32)cc1Cl
    97	58	0	17	7	6.7	97	6.9	4
[47] CN1CCCC1c1cccnc1 (configuration not stated)
    105	.	3	.	.	1.0	106	1.0	1
[48] COC(=O)C(C)Oc1cc(OC(C)C(=O)OC)c2c(C)c(Cl)c(=O)oc2c1 (configuration not stated)
    80	2	-14	4	19	-2.1	74	-2.9	3
[49] CCNC(=S)NNc1nncc2ccccc12
    99	-133	-3	-18	-6	0.4	96	0.9	-1
[50] COc1cc(C)c(NC(=S)NCCCN2CCOCC2)cc1OC
    93	-33	-3	-14	-6	0.2	94	0.7	-5
[51] COc1cc(OC)cc(-c2cc3nc(C)c(CCC(=O)O)c(=O)n3[nH]2)c1
    .	-7	.	-4	31	1.1	.	1.0	-2
[52] CC(=O)OCCNc1cc(SCc2ccco2)c2nonc2c1[N+](=O)[O-]
    146*	3	1	-8	1	0.1	113	3.6	.
[53] CCOC(=O)c1c(NCc2ccc3c(c2)OCO3)c2ccccc2[nH]c1=O
    103	34	4	1	.	0.8	102	3.5	-1
[54] CCCNC(=O)c1cccc(NC(=O)C(C)C)c1
    74	26	-18	-4	11	-1.2	75	1.0	-1
[55] C/C(CC(=O)Nc1ccc([N+](=O)[O-])cc1)=N/NC(=O)C1C2CCCCC21 (configuration not stated)
    108	22	8	-6	.	-1.1	99	-1.6	-1
[56] COc1ccc(NC(=O)c2ccc(S(=O)(=O)C(F)F)cc2)c(OC)c1
    104	0	0	-16	-10	0.6	99	-0.1	-7
[57] CCOC(=O)C1(Cc2cccc(OC)c2)CCN(Cc2csc(C(C)=O)c2)CC1
    104	-6	-1	-6	-13	1.0	106	-0.8	-7
[58] CC(C)OCCCN(C)C1CCN(S(=O)(=O)c2ccc(-c3cc(C(F)(F)F)no3)s2)CC1
    102	-29	6	20	19	8.3	117	2.2	-7
[59] S=C(Nc1ccccc1)Nc1nccs1
    108	-27	11	2	12	2.4	103	4.9	-9
[60] C/C(=N\NC(=O)c1ccc(CN(C)S(=O)(=O)c2ccc(C)cc2)cc1)c1ccc(OC(F)F)cc1
    101	-2	7	20	31	1.2	110	0.9	3
[61] COc1ccc(C2=CC(c3ccc(Cl)cc3)n3cnnc3N2)cc1OC (configuration not stated)
    101	30	3	6	22	2.2	101	1.9	-6
[62] CC(=O)Nc1ccc(OC(=O)c2cccnc2)cc1
    96	-18	-4	12	11	4.2	94	0.0	0

Profiles, looked up by structure.
C/C(=N\NC(=O)c1ccc(CN(C)S(=O)(=O)c2ccc(C)cc2)cc1)c1ccc(OC(F)F)cc1 across the screens: MEKK3 PB1 HTS = 101; PHOSPHO1 block = -2; MEKK2 mut-MEK5 = 7; GPR7 antagonist = 20; NALP1 inh = 31; V1R ag counter = 1.2; MEKK2wt PB1 HTS = 110; OXTR agonist = 0.9; GalR3 antag = 3
CC(C)OCCCN(C)C1CCN(S(=O)(=O)c2ccc(-c3cc(C(F)(F)F)no3)s2)CC1 across the screens: MEKK3 PB1 HTS = 102; PHOSPHO1 block = -29; MEKK2 mut-MEK5 = 6; GPR7 antagonist = 20; NALP1 inh = 19; V1R ag counter = 8.3; MEKK2wt PB1 HTS = 117; OXTR agonist = 2.2; GalR3 antag = -7

High-throughput results (PubChem)
